# GAA850 FXN act – frataxin GAA850 promoter activation | HEK293 lucGAA850 FXN promoter luciferase reporter, 24 h; percent of 10 µM SAHA response | activation, % at 6 µM | 0.56% of 360,000 active | AID 540364;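 active = activation above the average of all compounds screened plus 3 SD, cutoff fixed separately per campaign, cut at about 7.5% in these data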;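 note: 0% = DMSO wells and 100% = 10 µM SAHA wells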
# DAX1 inh-1 – inhibitors of human orphan nuclear receptor DAX1 (NR0B1). HEK293 Gal4-DAX1 luciferase reporter, luminescence. P51843. 0.99% of 340,000 active. inhibition, % at 6.75 µM. AID 504766;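 active = inhibition above the mean over all tested compounds plus 3 SD, cut at about 4.2% in these data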;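 note: 0% = DAX1-transfected cells with DMSO and 100% = empty-vector control cells with DMSO; inhibition shows as a rise in luminescence from relieved DAX1 repression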
# NPR1 activator – GC-A (human) enzyme activation | P16066 | HEK293 GC-A cells, cGMP TR-FRET, EC30 ANP; 0% at EC30 ANP, 100% saturating ANP | activation, % at 10 µM | 0.14% of 370,000 active; in the data active = activation above about 40%
# Target sequence (P16066 whole entry, looked up): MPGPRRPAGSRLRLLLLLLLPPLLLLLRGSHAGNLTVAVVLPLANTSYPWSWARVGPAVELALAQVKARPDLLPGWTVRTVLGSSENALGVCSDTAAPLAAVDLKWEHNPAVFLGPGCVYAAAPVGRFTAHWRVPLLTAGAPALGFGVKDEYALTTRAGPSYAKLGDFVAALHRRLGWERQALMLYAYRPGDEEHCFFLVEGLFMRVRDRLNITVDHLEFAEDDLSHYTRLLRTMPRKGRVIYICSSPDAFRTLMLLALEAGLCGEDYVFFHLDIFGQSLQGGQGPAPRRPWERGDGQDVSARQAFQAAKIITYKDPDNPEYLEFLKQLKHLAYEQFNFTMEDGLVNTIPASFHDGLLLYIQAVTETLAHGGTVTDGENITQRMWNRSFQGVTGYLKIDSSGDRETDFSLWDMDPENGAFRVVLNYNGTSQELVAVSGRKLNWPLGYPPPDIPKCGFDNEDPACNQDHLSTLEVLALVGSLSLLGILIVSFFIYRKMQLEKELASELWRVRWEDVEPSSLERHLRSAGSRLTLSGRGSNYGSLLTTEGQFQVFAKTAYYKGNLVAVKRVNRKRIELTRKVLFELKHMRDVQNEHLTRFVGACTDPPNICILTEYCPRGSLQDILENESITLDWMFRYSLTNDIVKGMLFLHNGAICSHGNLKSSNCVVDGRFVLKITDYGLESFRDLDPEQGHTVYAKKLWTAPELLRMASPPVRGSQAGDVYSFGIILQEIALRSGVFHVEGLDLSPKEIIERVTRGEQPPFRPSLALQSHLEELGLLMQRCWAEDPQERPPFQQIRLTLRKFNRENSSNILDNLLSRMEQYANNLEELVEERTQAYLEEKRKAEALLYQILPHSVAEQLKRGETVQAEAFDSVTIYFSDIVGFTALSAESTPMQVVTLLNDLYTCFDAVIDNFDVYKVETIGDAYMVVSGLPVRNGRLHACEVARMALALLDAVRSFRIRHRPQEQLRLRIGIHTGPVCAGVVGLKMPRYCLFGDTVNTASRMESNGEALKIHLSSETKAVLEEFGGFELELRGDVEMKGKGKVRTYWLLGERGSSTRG
# GC-B act – GC-B (human) receptor activation; 0.11% of 370,000 active; HEK293-GC-B cells, CNP EC30, cGMP TR-FRET; 0% at EC30 CNP, 100% saturating CNP; activation, % at 10 µM; P20594; AID 1920062;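 active = activation at 10 µM reaching about 35% in either raw or pattern-adjusted values, limit read from the data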
# DAX1 inh-2 – blocks DAX1 repression of SF-1 activated StAR promoter. inhibition, % at 6.8 µM. AID 652010. HEK293T StAR-luciferase reporter, SF-1/DAX-1 repression relief. 1.1% of 370,000 active;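 active = inhibition above the mean over all tested compounds plus 3 SD, cut at about 3.6% in these data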;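 note: 0% = DAX-1 cells with DMSO and 100% = cells lacking DAX-1 with DMSO; higher inhibition means more luminescence from relief of DAX-1 repression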
# ssDAF12 agonist – activates DAF-12 receptor from parasite S. stercoralis | HEK293 ssDAF-12/GRIP1 lit1-tk-luc reporter, luminescence; % of 3 µM dafachronic acid response | activation, % at 6.8 µM | 1% of 370,000 active;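 active = activation above the mean over all tested compounds plus 3 SD, cut at about 0.9% in these data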;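 note: 0% = DMSO-only wells and 100% = 3 µM delta7-dafachronic acid wells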
# hcDAF-12 act – activates DAF-12 receptor from parasite H. contortus. 1.4% of 370,000 active. AID 652067. activation, % at 6.8 µM. HEK293 hcDAF-12 lit1-tk-luc reporter, luminescence; 0% DMSO, 100% Δ7-dafachronic acid;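 active = activation above the mean of all tested compounds plus 3 SD, cut at about 5.5% in these data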;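 note: 100% = response to 3 µM Δ7-dafachronic acid high control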
# KLK7 zymogen act – activators of human kallikrein-7 zymogen | 0.9% of 370,000 active | P49862 | activation, % at 7 µM | purified proKLK7, EDANS-DABCYL substrate fluorescence; 100% is mature enzyme control, 0% vehicle;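 active = activation above the mean of all tested compounds plus 3 SD, computed per campaign excluding outliers beyond control limits, cut at about 13% in these data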
# hgDAF-12 ag – activates the H. glycines DAF-12 receptor ligand-binding domain; HEK293 GAL4-hgDAF12 UAS-luciferase reporter, agonist luminescence; normalized to butyrate control; activation, % at 6.8 µM; 1.8% of 370,000 active; AID 687014;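 active = activation above a cutoff set at the mean of all screened compounds plus 3 SD, cut at about 10% in these data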;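 note: 0% = DMSO wells and 100% = sodium butyrate wells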
# SMARCA2 activ – activators of SMARCA2 function; MG213 cells, MMTV-luciferase reporter, dexamethasone, overnight; activation, % at 9.1 µM; 1% of 370,000 active; in the data active = activation above about 7.8%;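 note: 0% = vehicle wells and 100% = reference activator wells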
# sPLA2-III inh – Blocks human group III sPLA2 activity | inhibition, % at 12.2 µM | 0.56% of 370,000 active | QFRET BODIPY PC-A2 liposome hydrolysis, fluorescence;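 active = inhibition above mean plus 3 SD of compounds lying within the high and low control bounds, cut at about 19% in these data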;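 note: 0% = median of test compound wells and 100% = no enzyme DMSO wells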
# * marks the source's active call; other numbers are inactive results; x = not tested or not shown. Hits appear at their usual frequency (roughly 6.7% active in at least one column).
# Preview (three entries):
SMILES,GAA850 FXN act,DAX1 inh-1,NPR1 activator,GC-B act,DAX1 inh-2,ssDAF12 agonist,hcDAF-12 act,KLK7 zymogen act,hgDAF-12 ag,SMARCA2 activ,sPLA2-III inh
CCNC(=S)NNC(=O)CSc1nnc(SCc2cccc3ccccc23)s1,x,x,-5.6,0.2,0.5,-1.5,1.6,0.5,3.8,-2.7,7.3
CCNC(=S)NNC(=O)c1ccc(OC(F)F)cc1,-1.6,-0.3,-3.1,1.2,-0.5,-1.6,-1.9,0.3,-0.1,-2.5,5.5
COc1ccc(/C=N/NC(=O)C(C)n2nnc3ccccc32)cc1OC (configuration not stated),8.5*,0.2,4.9,-13.1,-0.8,-0.9,-0.5,-0.8,-0.8,2.1,-7.3

# The listing (from the top)
SMILES,GAA850 FXN act,DAX1 inh-1,NPR1 activator,GC-B act,DAX1 inh-2,ssDAF12 agonist,hcDAF-12 act,KLK7 zymogen act,hgDAF-12 ag,SMARCA2 activ,sPLA2-III inh
CCNC(=S)NNC(=O)CSc1nnc(SCc2cccc3ccccc23)s1,x,x,-5.6,0.2,0.5,-1.5,1.6,0.5,3.8,-2.7,7.3
CCNC(=S)NNC(=O)c1ccc(OC(F)F)cc1,-1.6,-0.3,-3.1,1.2,-0.5,-1.6,-1.9,0.3,-0.1,-2.5,5.5
COc1ccc(/C=N/NC(=O)C(C)n2nnc3ccccc32)cc1OC (configuration not stated),8.5*,0.2,4.9,-13.1,-0.8,-0.9,-0.5,-0.8,-0.8,2.1,-7.3
CNNC(=O)C(=O)NNS(=O)(=O)c1ccccc1,0.6,5.8*,3.5,-4.9,0.6,-0.4,2.8,0.3,-0.4,-3.1,4.7
Cc1nnc(SCc2ccccc2)n1CC1CCCO1 (configuration not stated),-1.1,-0.9,0.6,3.3,0.3,-0.8,-1.9,-0.7,2.6,-1.5,2.5
CCOC(=O)c1sc(NC(=O)CC)c(C#N)c1C,1.1,-1.7,4.4,3.4,0.0,-1.4,-0.6,0.8,-3.2,-2.3,5.6
O=C(CN1CCCCC1)Nc1ccccc1,-0.5,0.4,0.7,4.3,0.5,-0.5,-1.1,-0.2,2.4,-0.3,-4.2
CC(C)(C)n1nc(-c2ccc(Cl)cc2)c2c(N)ncnc21,11.3*,-0.5,3.0,12.3,1.7,-2.1,-2.5,-0.7,-3.1,3.1,5.2
CC1CCCCN1C(=O)c1ccc(Br)o1 (configuration not stated),1.4,2.1,0.6,5.9,-0.9,-0.3,-1.3,-0.3,-0.5,-0.7,-0.4
O=c1[nH]nc(C(F)(F)F)c2nnn(Cc3ccccc3Cl)c12,3.3,1.0,9.0,0.1,-0.2,-0.7,0.7,0.1,1.7,-1.6,-4.3
C=CCOC(=O)c1sc(NC(=O)c2ccc(OC)cc2)nc1C,4.5,-1.3,-3.8,-6.7,1.6,-0.8,1.1,-0.6,8.0,2.8,0.9
CC(C)c1ccc(/C=C(\c2nc3ccccc3[nH]2)S(=O)(=O)c2ccccc2)cc1,-9.1,-5.0,-23.7,-20.2,-4.0,-2.9,-5.0,0.4,-11.4,-1.5,-4.4
CC(=O)NC(c1ccc(F)c(F)c1)c1nc(-c2ccccc2)cs1 (configuration not stated),-0.1,x,-2.0,4.2,-1.7,-0.8,-1.7,-0.8,5.5,-0.3,-11.4
O=C(NC1=NCCS1)c1cccc(F)c1,2.2,x,3.0,5.2,0.2,0.0,1.0,0.1,3.5,0.9,2.6
Cc1ccc2nc(SCC(=O)N(CC(C)C)c3c(N)n(Cc4ccccc4)c(=O)[nH]c3=O)[nH]c2c1,0.4,2.6,2.7,7.3,0.5,-0.7,-0.1,-0.2,-4.2,-2.5,-9.5
CCN(CC(=O)Nc1c(F)cccc1F)C(=O)CCCOc1ccccc1,1.2,0.3,6.3,-0.7,-2.5,-1.3,-0.1,-0.1,-2.8,-3.2,5.8
Cc1cccc(Nc2ncccc2C(=O)NCc2cccs2)c1C,0.9,0.2,-0.4,-7.7,0.5,-1.0,-0.9,0.3,-1.0,0.1,-9.6
CCCCCOC(=O)Cn1c(N2CCCCCC2)nc2c1c(=O)[nH]c(=O)n2C,2.0,1.9,-8.2,-9.4,0.5,-0.9,-1.1,0.5,1.2,0.2,-5.9
CC1(C)C2CCC1(C)C1(C2)NC(=O)c2ccccc2O1 (configuration not stated),0.2,-0.4,2.3,8.6,0.3,-0.9,-2.1,-0.6,-2.2,-1.4,4.7
CCOC(=O)C1=CCN(S(=O)(=O)c2ccccc2Br)C1c1ccc(Cl)cc1 (configuration not stated),x,x,-4.8,-8.6,-0.9,-1.6,-2.1,0.0,-1.9,3.5,1.9
CCC(C)NC(=O)c1ccccc1NC(=O)Nc1ccccc1 (configuration not stated),-1.1,-0.9,-2.1,6.5,-1.2,-0.8,0.6,-0.4,0.1,1.7,-2.3
O=C1CCC(C(=O)N2CCN(c3cnccn3)CC2)CN1CCc1cccc(F)c1 (configuration not stated),-0.1,-0.1,2.1,0.4,1.4,-1.4,-1.2,0.4,0.0,-0.3,6.4
O=C(N1CCOCC1)N1CCCC(c2nc(-c3cccs3)no2)C1 (configuration not stated),-0.2,0.8,2.6,-0.4,0.3,-1.2,-2.3,-0.1,-1.4,-1.0,1.8
OCCn1c(CSc2nc3ccccc3n2CCO)nc2ccccc21,0.7,-1.4,0.0,3.9,-0.1,-1.0,0.8,0.1,-2.5,0.4,6.5
CCSc1nnc(COc2ccccc2)n1CC,1.9,0.8,5.6,1.2,0.0,-1.1,-2.4,0.1,2.8,-2.3,-1.2
Cc1cc(C)cc(C(=O)NCC(=O)N2CCC3(CC2)NCCc2[nH]cnc23)c1,1.5,0.4,5.3,5.7,0.2,-0.7,-0.5,0.0,5.0,1.0,2.0
COc1cc(C2C3C(C)N(C)C(=O)N(C)C3N(C)C(=O)N2C)ccc1O (configuration not stated),1.5,0.7,-1.8,0.0,-0.5,-1.3,0.4,-0.4,0.8,-2.1,7.7
CCOc1ccccc1NC(=S)Nc1ccccc1F,-0.6,3.8,-3.0,9.4,0.0,-1.4,-0.4,0.2,0.1,0.0,6.6
O=C(O)CNC(=O)C1CCCN1C(=O)CNC(=O)OCc1ccccc1 (configuration not stated),-1.1,-0.7,2.2,6.2,-0.1,-0.7,-2.9,-0.6,0.8,2.5,-3.9
O=C(CSc1nc2[nH]c(=O)cc(O)c2s1)Nc1cccc(Br)c1,-0.9,0.8,-3.5,2.7,5.7*,-1.2,-0.2,0.1,-0.5,1.1,-5.4
C[C@H](CO)N1C[C@H](C)[C@@H](CN(C)S(C)(=O)=O)Oc2c(NC(=O)Nc3ccc(C(F)(F)F)cc3)cccc2C1=O,-0.8,0.4,-2.4,-3.6,0.1,-1.1,-1.3,0.2,2.7,-0.4,-21.6
O=C1C=C(c2ccc(O)cc2)C[C@@H](c2ccc(Cl)cc2)C1,0.6,0.0,6.7,6.5,-0.5,-1.5,-1.9,0.4,1.0,0.1,-22.4
O=C(CNc1ccc(Br)cc1)NC(=O)NC1CCCCC1,1.2,-0.8,-16.8,-9.7,0.3,-1.6,0.4,-0.3,3.0,-2.4,11.5
CCn1c(SCC(=O)c2ccccc2)nc2sc3c(c2c1=O)CCN(C)C3,2.9,2.2,18.4,-0.3,0.1,-0.5,-0.8,4.6,0.8,-2.4,-2.2
CCN(CC)c1ccc(/C=N/OCC(=O)Nc2cccc(C)c2)cc1,1.2,-0.6,1.1,2.2,-0.6,-0.5,2.2,-0.2,-1.6,-0.4,-4.9
CCC(Sc1nnc2c3ccccc3n(CC)c2n1)C(=O)Nc1sc2c(c1C#N)CCCC2 (configuration not stated),0.4,1.3,-2.4,-1.5,-0.5,-0.1,-0.6,0.3,-0.4,-2.5,4.7
CN(Cc1ccon1)C(=O)c1ccc2nc(Cc3cccc(Cl)c3)oc2c1,2.9,0.3,1.0,1.6,-0.5,-1.6,0.1,-0.2,-1.1,-1.6,-21.6
O=C(COC(=O)Cc1ccc([N+](=O)[O-])cc1)NCc1ccc2c(c1)OCO2,-2.8,-0.9,-3.7,-1.0,0.2,-0.6,1.1,-0.5,1.1,-0.4,-24.6
COc1cc2c(cc1NC(=O)c1cccc(F)c1)CCCC2,3.2,0.2,-5.0,-4.9,0.8,-0.6,3.5,-0.3,-0.8,3.4,-2.5
CCCCSCCCNC(=O)CCCN1C(=O)c2ccccc2Sc2ncccc21,0.1,-0.2,-5.0,6.0,-0.1,-1.1,2.1,0.4,0.0,-3.0,-5.1
Cc1ccc(C(CC(N)=O)c2ccco2)cc1 (configuration not stated),-1.4,-0.5,2.8,2.6,0.6,-1.0,-0.7,-0.3,1.1,-2.5,-1.0
COc1ccc(-c2cc(C)no2)cc1S(=O)(=O)NCC(C)c1ccccc1 (configuration not stated),1.7,-0.1,0.6,8.9,-4.1,-1.4,-1.4,0.6,-1.8,-2.2,-21.5
CCN(CC1CCCN(CCc2cccc(F)c2)C1)C(=O)c1ccoc1C (configuration not stated),-1.3,0.2,-3.0,-2.6,1.4,-0.8,-0.3,0.8,-2.0,-3.0,11.0
CN(C)c1ccc(S(=O)(=O)NCC(=O)OCC(=O)Nc2cccc(Cl)c2)cc1[N+](=O)[O-],-1.0,-0.2,3.9,0.5,-0.5,-1.0,0.7,0.3,0.5,1.0,-15.1
NC(=O)COC(=O)CC(c1ccccc1)c1ccccc1,-1.4,0.0,-0.7,1.5,-1.1,-1.9,-1.8,0.6,-1.8,-1.0,-4.3
COc1cc(CN2CCCC(C(=O)c3ccc(SC)cc3)C2)cc(Cl)c1O (configuration not stated),0.1,-2.0,-8.1,-5.6,0.0,-1.0,1.6,-0.7,-3.6,-4.1,-11.8
Nc1nc2sc3c(c2c(=O)s1)CCCC3,8.2*,1.3,3.4,-6.5,1.4,-1.0,2.6,-0.8,8.4,3.8,3.0
CCOC(=O)C1C(c2ccc(Cl)cc2)NC(=S)NC1(O)C(F)(F)F (configuration not stated),1.4,0.9,1.7,2.9,-0.1,-0.7,1.0,-0.3,-0.4,-1.6,7.1
COc1ccc2c(C)cc(SCC(=O)NCCN3C(=O)CSC3=O)nc2c1,1.5,0.3,0.9,-2.2,-0.3,-1.3,-1.7,-0.2,-0.6,-1.0,-27.2
COc1ccc(C(=O)NCCNC(=O)c2cnccn2)cc1,-0.6,0.8,-0.6,-1.9,-0.1,-1.1,1.5,0.0,-1.9,0.5,2.9
Cc1ccc(S(=O)(=O)/N=C2/NC(=O)/C(=C/c3ccccc3)S2)cc1,2.5,-0.6,-1.2,3.1,0.5,-1.3,0.1,-0.1,-1.8,-0.1,-76.5
COc1ccc(S(=O)(=O)N2CCC(C(=O)NC(C)CCc3ccccc3)CC2)cc1 (configuration not stated),0.6,-1.3,-0.2,-1.6,-0.5,-0.8,-1.9,0.1,-2.5,-7.0,-26.2
